High-throughput results (PubChem)
EPAC1 antag – blocks human EPAC1 exchange factor; O95398; EPAC1 GEF assay, Rap1b-BODIPY-GDP exchange fluorescence; Potency, µM (highest dose often 115 µM), for the others: at the highest dose activity change, negative = inhibition, usual class: inhibitors; 0.14% of 360,000 active; AID 720709;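 further: potency means the concentration at half of the fitted maximal effect; plate controls were vehicle for no effect and positive control for full effect; nearly all actives have a fitted effect of over 50% in size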
PI5P4Ka inh – blocks human PI5P4K alpha kinase activity. P48426. PI5P4Kalpha enzyme, ADP-Glo luminescence, 60 min; active compounds read low. max response, %. 1.2% of 330,000 active. AID 652105; active means max response of -50% or lower; inconclusive means between -30% and -50%; inactive means -30% or higher; further: value at the top dose of about 77 µM; on the % scale 0 is the no-effect control and ±100 the full control effect
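Quantitative HTS of the MLSMR library against PI5P4Kalpha with substrate. ATP added last at 5 microM final; room temperature, 60 minutes. Remaining ATP depleted, ADP converted and read as luminescence.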
GLP1R cytotox – cytotoxic in the GLP-1 receptor inverse agonist counter-screen; HEK293 cAMP-luciferase reporter cells, luminescence, 24 h; Potency, µM (highest dose often 38.3 µM), for the others: at the highest dose activity change, negative = inhibition, actives largely listed as inhibitors; 0.13% of 410,000 active;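 further: loss of luciferase light is scored as toxicity; potency means the concentration at half of the fitted maximal effect; on the % scale 0 is the no-effect control and ±100 the full control effect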
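A 23 nL compound transfer followed 12 hours of cell culture at 37 deg C; exposure then lasted 24 hr. Luciferase assay detection reagent was dispensed and plates read for luminescence after a 12 min room-temperature wait.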
IL-2 act – activators of IL-2; activation, % (series mostly up to about 46 µM); AID 652025; 0.065% of 360,000 active; IL-2 activation reporter assay, cell-based qHTS; stimulated with anti-CD3/CD4/CD28 beads; in transgenic mouse T cells; in the data active means activation above about 50%; inconclusive means mostly about 30% to 49%; further: 0% is about no effect
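EGFP and DsRed fluorescence is measured by plate cytometry in unstimulated transgenic mouse T cells exposed to compound for 60 minutes, then stimulated 18 hours at 37 degrees C with anti-CD3/anti-CD4 beads plus anti-CD28.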
PTHR1 ag – activates the human parathyroid hormone receptor PTHR1 | HEK293 GP2 PTHR1 cells, GloSensor cAMP luminescence, 1 h | Potency, µM (series often up to 115 µM), without a hit: at the highest dose activation, usual class: activators | 0.075% of 410,000 active | AID 743266; further: potency means the concentration at half of the fitted maximal effect; nearly all actives have a fitted effect of over 55% in size; some results filed as inactive show a strong effect at the top dose; inactives centre near -15; many of its hits are not listed in these tables
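HEK-293-derived GP2 cells expressing PTHR1 and a GloSensor cAMP reporter, 3,000/well, plated overnight, given luciferin plus IBMX (each 0.5 mM as added) for 1 h at 37 °C, then compound for 1 h at 37 °C. Luminescence was read after 15 min at room temperature.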
GLP1R ag – agonists of human GLP-1 receptor; HEK293 GLP-1R CRE-luciferase, luminescence, 4-6 h; cells express a hypersensitive GLP-1R form; Potency, µM (highest dose often 45.6 µM), for the others: at the highest dose activation, most hits filed as activators; 0.007% of 380,000 active; further: potency means the concentration at half of the fitted maximal effect; % of control where 0% means no effect
Target sequence (P43220 whole entry, looked up): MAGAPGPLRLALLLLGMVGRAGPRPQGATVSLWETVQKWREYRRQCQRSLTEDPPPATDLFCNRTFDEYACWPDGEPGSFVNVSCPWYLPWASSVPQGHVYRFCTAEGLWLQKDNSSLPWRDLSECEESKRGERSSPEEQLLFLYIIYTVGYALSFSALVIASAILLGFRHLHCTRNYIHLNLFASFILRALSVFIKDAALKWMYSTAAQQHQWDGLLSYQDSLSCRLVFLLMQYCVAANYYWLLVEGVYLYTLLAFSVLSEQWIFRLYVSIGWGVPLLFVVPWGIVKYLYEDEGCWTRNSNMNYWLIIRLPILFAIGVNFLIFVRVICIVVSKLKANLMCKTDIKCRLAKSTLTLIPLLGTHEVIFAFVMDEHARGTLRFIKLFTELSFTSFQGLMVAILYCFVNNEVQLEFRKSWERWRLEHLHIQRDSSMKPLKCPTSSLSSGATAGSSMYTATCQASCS
GLP-1R inv ag – acts as inverse agonist at human GLP-1 receptor | AID 624417 | HEK293 GLP-1R CRE-luciferase, luminescence, 24 h; GLP-1R form is constitutively active | Potency, µM (doses to about 38.3 µM), for the others: at the top dose activity change, negative = inhibition, hits mostly inhibitors | P43220 | 1.6% of 410,000 active; further: potency means the concentration at half of the fitted maximal effect; on the % scale 0 is the no-effect control and ±100 the full control effect; nearly all actives have a fitted effect of over 55% in size
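Assay principle: reduced luminescence from a cAMP-responsive reporter in HEK293 cells co-expressing a constitutively active GLP-1R. Conditions: 24 hr compound incubation, 37 deg C, 5% CO2.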
PLK1 PBD block – inhibitors of human PLK1 polo-box domain binding; P53350; Plk1 PBD binding of FITC phosphopeptide, fluorescence polarization; Potency, µM, without a hit: max response, negative = inhibition, hits mostly inhibitors; 2.8% of 360,000 active; further: potency means the concentration at half of the fitted maximal effect; series mostly up to about 57 µM; on the % scale 0 is the no-effect control and ±100 the full control effect; nearly all actives have a fitted effect of over 65% in size
Target sequence (P53350 whole entry, looked up, the tested form may be a part): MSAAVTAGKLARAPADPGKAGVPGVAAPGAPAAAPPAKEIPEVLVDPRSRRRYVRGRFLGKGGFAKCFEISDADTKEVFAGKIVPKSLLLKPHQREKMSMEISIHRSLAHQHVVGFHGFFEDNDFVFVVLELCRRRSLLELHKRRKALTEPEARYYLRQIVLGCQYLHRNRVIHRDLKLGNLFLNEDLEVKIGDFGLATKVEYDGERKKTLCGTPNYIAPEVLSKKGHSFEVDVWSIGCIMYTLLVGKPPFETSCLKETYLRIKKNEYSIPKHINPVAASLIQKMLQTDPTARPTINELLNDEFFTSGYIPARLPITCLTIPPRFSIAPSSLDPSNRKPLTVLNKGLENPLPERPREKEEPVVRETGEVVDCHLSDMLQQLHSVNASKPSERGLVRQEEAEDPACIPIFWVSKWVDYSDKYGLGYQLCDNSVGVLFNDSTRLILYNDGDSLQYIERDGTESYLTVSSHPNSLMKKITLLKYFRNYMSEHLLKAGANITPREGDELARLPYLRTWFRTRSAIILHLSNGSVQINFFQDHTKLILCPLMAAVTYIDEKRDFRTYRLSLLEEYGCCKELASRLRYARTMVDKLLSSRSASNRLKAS
EPAC1 ag – EPAC1 (human) agonism. O95398. EPAC1 agonist qHTS, biochemical assay; response scale: 100% = response to 6.5 mM cAMP. Potency, µM (doses to about 154 µM), without a hit: at the top dose activation, hits mostly activators. 0.073% of 360,000 active. AID 720707; further: potency means the concentration at half of the fitted maximal effect; nearly all actives have a fitted effect of over 60% in size
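Fluorescent GDP-exchange assay: 100 nM EPAC1 with 250 nM Rap1B preloaded with BODIPY-GDP and 50 uM GDP; compounds tested as concentration series, 5 min at room temperature, then read every 5 min for 30 min (ex 480/em 540 nm); normalized to 6.5 mM cAMP.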
* marks the source's active call; other numbers are inactive results; i = inactive; ? = inconclusive; . = no result given; & = joins results of further samples; [ ] = remark or other dose. Unless noted, the call rests on the fitted dose curve; in most records, active means well fitted curve in the direction sought with a large enough effect; inconclusive means small, poorly fitted or top-dose-only effect, or another doubt; inactive means no such curve, though single readings can be large; an effect the other way counts as inactive or inconclusive.

Order of results – EPAC1 antag | PI5P4Ka inh | GLP1R cytotox | IL-2 act | PTHR1 ag | GLP1R ag | GLP-1R inv ag | PLK1 PBD block | EPAC1 ag
1) O=C(CN1CCN(c2ccc(F)cc2)CC1)NCC1CCCO1 (stereo not drawn)
    16% | . | 7% | -0.9 | -5%[57.5 µM] | -6% | 1% | 0% | -3%
2) O=C1c2ccccc2C(=O)N1CC1c2ccccc2CCN1C(=O)CN1CCOCC1 (stereo not drawn)
    -7% | 12 | 0% | -1.1 | i | 4% | 16% | ? | -11%
3) Clc1cccc(CNc2ccn3nc(-c4cccc(Cl)c4)cc3n2)c1
    -5% | 25 | -3% | -0.2 | -22% | -4% | ? | 2% | -3%
4) O=C1NC[C@H](CCCCN2CCN(CCC3CCCCC3)C(=O)C2=O)N(CCc2ccc(O)cc2)C1=O
    -10% | -4 | 2% | -0.2 | -22% | 11% | 27% | -5% | 7%
5) Cc1ccc(OCCCC(=O)NC(C)c2ccccc2)cc1 (stereo not drawn)
    6% | -5 | 4% | 3.0 | i | -3% | -32% | -22% | -4%
6) COc1ccc(CC(=O)Oc2cc(C)ccc2C)cc1
    -13% | 6 | -8% | 1.4 | i | 6% | 14% | 3% | 11%
7) Cc1cccc2sc(NNC(=O)c3ccc(S(=O)(=O)N4CCCC(C)C4)cc3)nc12 (stereo not drawn)
    -4% | -4 | -7% | -2.0 | -26% | -4% | ? | -14% | -12%
8) O=C(CNc1ccccc1Cl)N/N=C1\CCCc2ccccc21
    ? | 1 | 4% | -0.7 | -19% | 0% | 7% | -4% | 10%
9) CC1(C)C(C=C(Cl)Cl)C1C(=O)N1CCN(Cc2ccccc2)CC1 (stereo not drawn)
    -11% | 0 | -1% | -2.9 | -19% | 11% | ? | -21% | -5%
10) O=C(NCCOCc1ccccc1)C(c1ccccc1)c1ccccc1
    1% | -1 | 10% | 0.3 | ? | 1% | ? | -24% | 6%
11) C=CCNC(=O)C1CC(=O)N(c2ccc(OCC(=O)N3CCCC3)cc2)C1 (stereo not drawn)
    -3% | 4 | 9% | 0.4 | ? | -2% | 12% | -18% | -9%
12) CSCCC(NC(=O)c1ccccc1)C(=O)NCCc1ccccc1 (stereo not drawn)
    13% | -1 | 3% | 1.5 | -9% | 8% | 10% | -3% | 9%
13) Cc1ccc(Nc2nc(-c3ccc(S(=O)(=O)N4CCOCC4)cc3)cs2)cc1Cl
    -11% | 4 | 20% | -1.4 | -31%[inhibitor] | -12% | 7% | -2% | 3%
14) Clc1ccc(-c2cc(C3CCNCC3)[nH]n2)cc1
    0% | 18 | 24% | -0.8 | i | 24% | ? | -3% | 6%
15) CCOC(=O)/C(N=Nc1c(Br)cc(Br)cc1Br)=C(\C)O
    -12% | 8 | 10% | -1.2 | i | 15% | 5% | 1% | 6%

Entries from the list above with a Cl atom (five):
Order of results – EPAC1 antag | PI5P4Ka inh | GLP1R cytotox | IL-2 act | PTHR1 ag | GLP1R ag | GLP-1R inv ag | PLK1 PBD block | EPAC1 ag
3) Clc1cccc(CNc2ccn3nc(-c4cccc(Cl)c4)cc3n2)c1
    -5% | 25 | -3% | -0.2 | -22% | -4% | ? | 2% | -3%
8) O=C(CNc1ccccc1Cl)N/N=C1\CCCc2ccccc21
    ? | 1 | 4% | -0.7 | -19% | 0% | 7% | -4% | 10%
9) CC1(C)C(C=C(Cl)Cl)C1C(=O)N1CCN(Cc2ccccc2)CC1 (stereo not drawn)
    -11% | 0 | -1% | -2.9 | -19% | 11% | ? | -21% | -5%
13) Cc1ccc(Nc2nc(-c3ccc(S(=O)(=O)N4CCOCC4)cc3)cs2)cc1Cl
    -11% | 4 | 20% | -1.4 | -31%[inhibitor] | -12% | 7% | -2% | 3%
14) Clc1ccc(-c2cc(C3CCNCC3)[nH]n2)cc1
    0% | 18 | 24% | -0.8 | i | 24% | ? | -3% | 6%

Continuation:
Order of results – EPAC1 antag | PI5P4Ka inh | GLP1R cytotox | IL-2 act | PTHR1 ag | GLP1R ag | GLP-1R inv ag | PLK1 PBD block | EPAC1 ag
16) CCOC(=O)c1c(C)[nH]c(N=Nc2ccc(OC)cc2)c1C
    -20% | 16 | -26% | 0.4 | ? | 4% | ? | -20% | 6%
17) Cc1noc(C)c1NC(=O)N(C)C[C@H]1Oc2c(NC(=O)NC(C)C)cccc2C(=O)N([C@H](C)CO)C[C@@H]1C
    -7% | -1 | 3% | 0.2 | i | -5% | 1% | 1% | -11%
18) CCOC(=O)/C(C#N)=N/Nc1ccc(S(=O)(=O)Nc2cc(OC)nc(OC)n2)cc1
    3% | 4 | -21% | -0.1 | i | -6% | 28% | 2% | 0%
19) COc1cc(Cl)c(C)cc1NC(=O)c1ccc(NS(=O)(=O)c2ccc(F)c(F)c2)cc1
    -28% | 0 | 0% | -1.5 | -15% | 7% | 6% | -27% | 18%
20) CN(C)C(CNC(=O)CSc1nc2sc3c(c2c(=O)n1C)CCC3)c1ccccc1 (stereo not drawn)
    -4% | 11 | -7% | 0.6 | i | -11% | -1% | -8% | 7%
21) Cc1ccc(S(=O)(=O)NCCSc2nnnn2-c2ccccc2)cc1
    -2% | . | 1%&6% | 0.5 | -80% | 0%&3% | 3%&0% | -11% | -3%
22) COC(=O)C[C@H]1C[C@@H]2c3cc(NS(=O)(=O)c4ccc(OC)cc4)ccc3O[C@@H]2[C@H](CO)O1
    -4% | 2 | 4% | -1.5 | -26% | 8% | -2% | -6% | 11%
23) CCn1c(=O)c([N+](=O)[O-])c(NCCc2ccc(OC)c(OC)c2)c2ccccc21
    5% | 0 | -20% | -3.8 | -28% | 16% | 47%[activator] | -1% | -1%
24) CC(C)[C@H](NC(N)=O)C(=O)Nc1cccc(S(=O)(=O)N2CCOCC2)c1
    4% | -3 | -22% | -2.3 | i | 10% | 3% | ? | 7%
25) O=C(Nc1ccc(NC(=O)c2cccs2)cn1)c1ccccc1
    9% | -1 | 2% | 0.1 | -14% | -3% | 3% | ? | -12%
26) COc1ccccc1C1c2[nH]c3ccccc3c2CCN1Cc1ccc(NC(C)=O)s1 (stereo not drawn)
    5% | 1 | -28% | -0.5 | -49%[inhibitor] | -5% | ? | -2% | -6%
27) CC(N=Cc1c(O)c2ccccc2oc1=O)C(=O)O (stereo not drawn)
    10% | -2 | -17% | -2.8 | -18% | -11% | ? | 0% | -4%
28) Cc1cc(C)n(C(=O)CNC(=O)CCc2ccccc2)n1
    5% | 1 | -29% | -0.3 | i | -10% | 10% | -3% | 5%
29) COc1ccc(OC)c(S(=O)(=O)N2CCCC(C(=O)NCc3cccnc3)C2)c1 (stereo not drawn)
    10% | -9 | -3% | -0.3 | -7% | 3% | 27% | -8% | 10%
30) O=c1c(-c2ccccc2)nc2ccccc2n1C(c1ccccn1)c1nc2ccccc2[nH]1 (stereo not drawn)
    -22% | -2 | -3% | 0.2 | -10% | . | -5% | -3% | -1%

More entries follow.
Order of results – EPAC1 antag | PI5P4Ka inh | GLP1R cytotox | IL-2 act | PTHR1 ag | GLP1R ag | GLP-1R inv ag | PLK1 PBD block | EPAC1 ag
31) O=C(CSc1ncn[nH]1)NCCCc1ccccc1
    -5% | -5 | -12% | -0.2 | i | -15% | -26% | -2% | 6%
32) Nn1c(CSc2ccccn2)nc2ccccc2c1=O
    6% | 2 | -5% | 0.2 | -16%[57.5 µM] | 12% | 15% | -18% | 5%
33) CCSc1nnc(-c2ccc(C)cc2)c2ccccc12
    -19% | 1 | 29% | -2.1 | i | 10% | ? | -4% | 15%
34) Cc1cc(C(=O)NC(C)c2ccncc2)no1 (stereo not drawn)
    -2% | . | 13% | 0.4 | -27%[57.5 µM] | 0% | 0% | -8% | -5%
35) COC(=O)c1ccc(NC(=S)NC2c3ccccc3CC2O)cc1 (stereo not drawn)
    -14% | -5 | 1% | -0.7 | i | 8% | ? | -15% | 4%
36) COc1ccc2cc(CN(Cc3cccnc3)Cc3nnnn3Cc3ccccc3)c(=O)[nH]c2c1
    -6% | . | -5% | 3.3 | -6%[57.5 µM] | 3% | 13% | -2% | -1%
37) O=C(O)/C=C\C(=O)Nc1ccccc1F
    -14% | 1 | 3% | 5.1 | 2% | 9% | 16% | -7% | 3%
38) CCn1c(=O)cc(OCC(=O)N2CCN(c3ccc(F)cc3)CC2)c2ccccc21
    20% | -2 | -13%&-14% | 0.6 | -12% | 3%&-2% | ? | 1% | -10%
39) OC(COCC1COc2ccccc2O1)CN1CCN(c2ccccc2F)CC1 (stereo not drawn)
    6% | -5 | -6% | -0.4 | i | 2% | ? | 1% | 8%
40) CC(C)(C)c1ccc(CC(=O)N2CCC2(C)C(=O)Nc2cccc3ccccc23)cc1 (stereo not drawn)
    -18% | 49 | 1% | -0.2 | -13% | 7% | ? | -1% | -23%
41) CCC(C)NC(=O)/C=C1\Sc2ccccc2NC1=O (stereo not drawn)
    -7% | -2 | 10% | 1.5 | -3% | 1% | 27% | 0% | -12%
42) CCOc1ccccc1CN1CCN(Cc2cccc3c2OCO3)CC1CCO (stereo not drawn)
    -16% | 0 | 4% | -3.7 | i | -7% | -26% | -6% | 2%
43) CC1CCc2nn(CC(=O)N3CCN(C(=O)c4ccco4)CC3)cc2C1 (stereo not drawn)
    -13% | 7 | 8% | 1.4 | i | 2% | 1% | -5% | 5%
44) CC(C)N(C(=O)Cn1cc(SCC(=O)NCc2ccco2)c2ccccc21)C(C)C
    11% | -1 | 10%[7.66 µM] | 1.2 | i | -2% | -6%[7.66 µM] | 2% | -6%

Pulled one by one from the entries so far, 3 records:
Order of results – EPAC1 antag | PI5P4Ka inh | GLP1R cytotox | IL-2 act | PTHR1 ag | GLP1R ag | GLP-1R inv ag | PLK1 PBD block | EPAC1 ag
14) Clc1ccc(-c2cc(C3CCNCC3)[nH]n2)cc1
    0% | 18 | 24% | -0.8 | i | 24% | ? | -3% | 6%
15) CCOC(=O)/C(N=Nc1c(Br)cc(Br)cc1Br)=C(\C)O
    -12% | 8 | 10% | -1.2 | i | 15% | 5% | 1% | 6%
2) O=C1c2ccccc2C(=O)N1CC1c2ccccc2CCN1C(=O)CN1CCOCC1 (stereo not drawn)
    -7% | 12 | 0% | -1.1 | i | 4% | 16% | ? | -11%

Some of the compounds tested; rates above refer to the full screens.
